# Screening results as filed in PubChem BioAssay.
# UBC13 inh = inhibitors of human UBC13 polyubiquitin chain formation. hit rate 0.47% among 330,000. P61088. TR-FRET. inhibition, % at 20 µM. AID 485273; in the data active means inhibition above about 45%, passing the limit was not always enough
# SENP8 block-1 = inhibitors of human SENP8 protease. Q96LD8. recombinant SENP8, Nedd8 substrate fluorescence. inhibition, % at 20 µM. hit rate 0.64% among 360,000. AID 602440; in the data active means inhibition mostly above about 40%, no sharp cut-off; inactive means mostly below about 27%
# Target sequence (Q96LD8 whole entry, looked up): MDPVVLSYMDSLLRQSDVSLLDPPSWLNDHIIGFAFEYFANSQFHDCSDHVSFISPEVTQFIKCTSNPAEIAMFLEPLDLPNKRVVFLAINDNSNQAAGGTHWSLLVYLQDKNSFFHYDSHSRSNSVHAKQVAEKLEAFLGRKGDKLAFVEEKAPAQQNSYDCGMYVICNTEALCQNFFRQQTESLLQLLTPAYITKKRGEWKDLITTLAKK
# SENP6 inh = inhibitors of human SENP6 protease. inhibition, % at 10 µM. Recombinant SENP6 catalytic domain, aminoluciferin luminescence. Q9GZR1. hit rate 1.8% among 330,000;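 active means inhibition above about 50% at the single tested dose, limit read from the data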;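 further: plate controls were DMSO wells with enzyme for no effect and DMSO wells lacking enzyme for full effect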
# Target sequence (Q9GZR1 628-1112 limits assumed): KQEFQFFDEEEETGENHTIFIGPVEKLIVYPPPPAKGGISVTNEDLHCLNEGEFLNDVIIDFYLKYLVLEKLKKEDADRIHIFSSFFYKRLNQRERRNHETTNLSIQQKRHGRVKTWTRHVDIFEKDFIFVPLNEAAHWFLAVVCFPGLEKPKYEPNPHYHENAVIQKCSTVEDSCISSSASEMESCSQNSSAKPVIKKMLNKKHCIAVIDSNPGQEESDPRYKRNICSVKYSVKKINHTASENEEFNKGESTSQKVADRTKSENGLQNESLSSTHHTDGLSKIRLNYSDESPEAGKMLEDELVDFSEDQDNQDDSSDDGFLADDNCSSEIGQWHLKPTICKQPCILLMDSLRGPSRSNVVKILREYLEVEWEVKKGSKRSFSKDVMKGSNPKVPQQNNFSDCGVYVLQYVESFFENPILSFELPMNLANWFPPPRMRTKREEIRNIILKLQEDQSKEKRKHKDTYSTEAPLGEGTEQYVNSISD
# beta cell repl = inducers of beta-cell replication in MIN6 cells; MIN6 cells proliferation, ATPlite luminescence, 48 h; cells starved in 0.2% serum; 100% = growth in 10% serum; proliferation, % at 10 µM; hit rate 0.29% among 330,000; AID 2380;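 active means compounds whose signal lies at least 3.5 SD above the mean of all wells on their plate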;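 further: 0% = DMSO-treated cells in low-serum medium and 100% = 10% serum control; some compounds called inactive have numbers as strong as hits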
# PfGluPho inh = PfG6PD (Plasmodium falciparum) enzyme inhibition. hit rate 0.78% among 350,000. AID 504690. inhibition, % at 20 µM. PfGluPho enzyme, NADPH resazurin-diaphorase fluorescence;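 active means inhibition reaching at least a set limit at 20 µM in the primary screen, cut at about 59% in these data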;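 further: 0% = DMSO wells with substrate and 100% = DMSO wells lacking glucose-6-phosphate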
# SENP8 block-2 = SENP8 protease inhibition. Q96LD8. purified SENP8, Z-RLRGG-aminoluciferin cleavage, luminescence. inhibition, % at 10 µM. hit rate 1.2% among 330,000. AID 2540; in the data active means inhibition above about 50%
# SENP1 inh = inhibitors of human SENP1 SUMO protease catalytic domain; Q9P0U3; recombinant SENP1 catalytic domain, CyPet-SUMO1-YPet FRET cleavage; inhibition, % at 10 µM; hit rate 0.21% among 360,000;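 active means inhibition at least 30% at 10 µM, raw YFP signal under a set limit, fluorescence ratio 0.5 to 1.5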;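 further: 0% = enzyme with DMSO and 100% = no enzyme wells; some results filed as inactive read as strong as hits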
# Target sequence (Q9P0U3 419-644 limits assumed): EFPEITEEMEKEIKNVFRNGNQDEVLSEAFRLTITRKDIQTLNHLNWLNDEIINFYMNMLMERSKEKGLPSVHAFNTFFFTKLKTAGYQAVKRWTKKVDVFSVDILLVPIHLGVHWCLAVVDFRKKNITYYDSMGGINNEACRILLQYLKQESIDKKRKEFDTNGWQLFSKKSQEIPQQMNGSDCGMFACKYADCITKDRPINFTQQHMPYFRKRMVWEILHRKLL
#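 Compound: 10 µM single point, 0.5% DMSO; Test system: hSENP1 catalytic domain, recombinant; Timing: 50 min reaction at room temperature; Technique: FRET, CFP and YFP emission; Control set: no-enzyme wells low, DMSO-plus-enzyme wells high control.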
# HKDC1 inhibitor = blocks human hexokinase HKDC1 activity; AID 493160; inhibition, % at 20 µM; hit rate 0.16% among 340,000; recombinant HKDC1, G6PDH/diaphorase resazurin coupled fluorescence; Q2TB90;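 active means inhibition above about 35% when tested at 20 µM, limit read from the data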;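 further: plate controls were DMSO wells with enzyme for no effect and DMSO wells lacking enzyme for full effect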
#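 Test system: Recombinant HKDC1 (HK5) hexokinase enzyme, produced in-house | Input: HKDC1 at 5 µg/mL | Buffer or medium: Tris pH 8.0 buffer with MgCl2, Tween-20, BSA, BME | Schedule: 90 min reaction incubation at room temperature, dark | Technique: Resazurin-to-resorufin fluorescence via G6PDH and diaphorase coupling, 525/613 nm | Controls: DMSO wells with and without enzyme mix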
# SENP7 block = blocks the human protease SENP7; Q9BQF6; recombinant SENP7, Z-RLRGG-aminoluciferin luminescence, 40 min; inhibition, % at 5 µM; hit rate 1.5% among 330,000; AID 434973;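 active means inhibition above about 50% at the single test dose, limit read from the data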;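 further: plate controls were DMSO with enzyme for no effect and no enzyme buffer wells for full effect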
# Starred values were filed as active, the others as inactive; . = not tested or not shown.
canonical_smiles,beta cell repl,PfGluPho inh,SENP8 block-1,SENP1 inh,SENP8 block-2,SENP6 inh,SENP7 block,UBC13 inh,HKDC1 inhibitor
CCN1C(=O)c2ccccc2S(=O)(=O)c2ccc(C(=O)NCCCN(CC(C)C)CC(C)C)cc21,-2,20,20,-2,0,-1,7,0,-5
O=C(COC(=O)CCN1C(=O)/C(=C\C=C\c2ccccc2)SC1=S)Nc1cc(F)ccc1F,-6,6,-31,-4,-13,0,-2,-25,0
COc1ccccc1C(=O)COC(=O)c1cc(=O)[nH]c2ccccc12,1,4,-191,-3,-12,-3,2,11,-7
Cc1cccc(-n2c3nc(=O)[nH]c(=O)c-3cc3cc([N+](=O)[O-])ccc32)c1,.,31,-3,-14,.,.,.,.,42*
CC1(C)CC(=O)c2cc(OCC(=O)N3CCOCC3)ccc2O1,6,-6,-314,-17,-4,-5,-6,19,-5
Cc1ccc(S(=O)(=O)N2CCN(C(=O)COc3ccc(C)nc3[N+](=O)[O-])CC2)c(C)c1,0,9,11,2,0,-5,2,-3,-7
CC(C)(C)CC(C)(C)c1ccc(OCCOCC[N+](C)(C)Cc2ccccc2)cc1,-8,6,19,0,-5,-20,-12,92*,2
CN(C)S(=O)(=O)c1ccc(S(=O)(=O)NCc2ccc3c(c2)OCO3)cc1,-3,-5,22,3,2,-16,-1,-3,-7
O=C1CCC(C(=O)OCC(=O)c2c[nH]c3ccccc23)=NN1,0,-6,13,-5,1,13,-5,10,1
Cc1ccc(-c2nc(NCc3ccc(F)cc3)n(S(C)(=O)=O)n2)cc1,-3,-5,-3,2,-1,-4,1,-1,-7
COc1ccc(C(=O)Nc2nnc(S(=O)(=O)N(C)Cc3ccc(F)cc3)s2)cc1OC,-3,-25,-337,-3,8,5,-4,4,4
COc1ccc(NC(=O)CN2CCN(C3c4ccccc4-c4ccccc43)CC2)c(OC)c1,-3,26,30,0,9,10,10,6,-3
COc1ccc(-n2c(SCC(N)=O)nc3nc4c(cc3c2=O)COC(C)(C)C4)cc1,-1,2,-31,1,-2,-17,-10,-8,-2
COc1ccc(Nc2nc(-c3cccnc3)cs2)c(OC)c1,-2,12,7,2,-9,12,-18,-3,4
O=C(O)C1CC2CCC1CC2 (stereo not given),.,-4,15,0,.,.,.,.,-1
CCOC(=O)Nc1oc2ccccc2c(=O)c1C,0,-4,-152,1,-3,-3,1,10,-2
Cc1ccc(S(=O)(=O)N2CCCC(C(=O)NCc3ccc4c(c3)OCO4)C2)cc1 (stereo not given),-2,4,3,0,-2,-28,6,1,2
COc1cc(C2Sc3ccccc3NC3=C2C(=O)OC3)cc(OC)c1OC (stereo not given),-1,-6,11,0,0,-14,-1,5,0
COc1cc(/C=N/n2cnnc2)ccc1OC(=O)c1ccncc1,-3,-13,-39,1,2,7,5,2,4
CC1CCN(c2nc3ccccc3nc2N2CCC(C)CC2)CC1,3,.,.,.,3,1,4,-5,.
CC(=O)Nc1cccc(NC(=O)CSc2ncc(-c3ccccc3)[nH]2)c1,-2,-1,-4,-1,-1,-16,5,1,-6
CCOc1ccc(S(=O)(=O)n2nnc3ccccc32)cc1C(C)C,-2,.,.,.,-5,-13,-12,-7,.
COc1cccc(C(=O)C2CN(c3ccccc3)CC2c2ccc(Cl)cc2)c1 (stereo not given),-6,6,-26,-30,-15,-28,-7,6,1
CCOC(=O)C1=C(COc2ccccc2)NC(=O)NC1c1ccc(Br)cc1 (stereo not given),-6,-4,9,-1,1,-13,-7,9,-2
CN(C)Cc1ccccc1Sc1ccc(Br)cc1,-3,36,15,3,-5,2,-5,7,-3

# The last 5 entries of the part above are carried over, then new ones follow:
canonical_smiles,beta cell repl,PfGluPho inh,SENP8 block-1,SENP1 inh,SENP8 block-2,SENP6 inh,SENP7 block,UBC13 inh,HKDC1 inhibitor
CC(=O)Nc1cccc(NC(=O)CSc2ncc(-c3ccccc3)[nH]2)c1,-2,-1,-4,-1,-1,-16,5,1,-6
CCOc1ccc(S(=O)(=O)n2nnc3ccccc32)cc1C(C)C,-2,.,.,.,-5,-13,-12,-7,.
COc1cccc(C(=O)C2CN(c3ccccc3)CC2c2ccc(Cl)cc2)c1 (stereo not given),-6,6,-26,-30,-15,-28,-7,6,1
CCOC(=O)C1=C(COc2ccccc2)NC(=O)NC1c1ccc(Br)cc1 (stereo not given),-6,-4,9,-1,1,-13,-7,9,-2
CN(C)Cc1ccccc1Sc1ccc(Br)cc1,-3,36,15,3,-5,2,-5,7,-3
CCc1ccc(-c2cc(C)no2)cc1S(=O)(=O)N1CCN(c2ccc(F)cc2)CC1,-2,-4,17,2,-9,4,-12,-6,2
Cc1ccccc1NC(=O)CSc1nnc(-c2ccccc2)n1-c1ccccc1,3,7,16,-1,7,-4,3,4,-6
Cc1cc(=O)oc(C)c1C(=O)Nc1cccnc1Cl,1,15,3,1,2,8,0,3,3
N#C/C(=C1\CCCN1)c1ccc2ccccc2n1,-1,-12,11,-4,-9,-18,-10,2,-6
O=C(CCl)Nc1c[nH]c(=O)[nH]c1=O,.,1,9,2,.,.,.,.,-4
CCN(CCn1cccn1)C(=O)CC1C(=O)NCCN1CC1CCCCC1 (stereo not given),-4,-12,-88,-9,2,-12,6,3,-8
Cc1ccc(OCC(=O)N2CCC(N3CCCCCC3)CC2)cc1,-3,14,20,-5,3,2,7,4,-4
CN(C)S(=O)(=O)N1CCN(C(=O)c2ccc3c(c2)OCO3)CC1,1,1,6,0,-1,-6,-6,0,-7
Cc1cnc(NC(=O)c2ccco2)s1,1,-10,16,-1,-6,16,23,3,1
C=CCC1=C/C(=C\c2c(N)n3nc(CC(=O)N4CCCC4)sc3nc2=O)C=C(OC)C1=O,-1,-9,-32,-24,1,9,-17,-71,2
CC(C)c1ccc(-c2nc(N3CCCCC3)[nH]c(=O)c2C#N)cc1,-4,-30,-87,2,-1,-3,0,13,-2
CC(=O)c1ccc(S(=O)(=O)N2Cc3ccccc3CC2C(=O)O)cc1 (stereo not given),-1,-21,32,-3,-2,11,4,-3,-4
COc1cc(C(=O)OCc2cc(=O)c(O)co2)ccc1OC(F)F,0,-18,10,2,3,2,3,6,-4
O=C(NCc1ccco1)c1ccccc1-c1ccccc1,-1,-7,8,2,-6,4,-13,-4,2
N#CCCN(C(=O)COC(=O)c1cc(=O)[nH]c2ccccc12)c1ccccc1,-2,-13,-318,1,8,9,8,-6,7
O=C(CC1C(=O)NCCN1Cc1ccccc1C(F)(F)F)NCCN1CCCCC1=O (stereo not given),0,16,-18,-5,-3,5,-3,2,0
O=S(=O)(NCc1ccccc1)c1ccc2ccccc2c1,-2,20,11,3,6,2,7,2,3
CCOC(=O)Cc1csc(NC(=O)CSc2nc(=O)[nH]c3c2CCC3)n1,-2,-5,4,0,-2,4,-5,0,-4
COc1cccc(N2CCN(S(=O)(=O)c3ccc(-c4cnc(C5CC5)o4)cc3)CC2)c1,-3,4,-36,0,11,-5,2,9,-3
Cc1ccc(S(=O)(=O)N2C[C@@H]3[C@H]4CC[C@H](C4)[C@@H]3[C@@H](C)[C@H]2C#N)cc1,.,20,14,3,.,.,9,.,7
CCCn1c2ccccc2c2nnc(SCC(=O)Nc3cc(C)on3)nc21,-2,0,10,1,1,-11,-12,-1,10
CC(OC(=O)c1cc2sccc2n1C)C(=O)NCc1ccc2c(c1)OCO2 (stereo not given),-2,-14,5,1,3,-11,3,0,1
O=C(Nc1ccccc1)c1cc(S(=O)(=O)N2CCSCC2)ccc1Cl,.,16,12,0,.,.,.,.,-9
C#CCOCCOCCOCCNc1nc(N2CCOCC2)nc(N2CCN(C(=O)CCCCCCCCCCNC(=O)Cn3cc(CCCCCN)nn3)CC2)n1,-1,-2,8,1,5,-2,-3,28,-1
COc1ccc(C(=O)C2CCN(C(=O)Nc3ccccc3C)CC2)cc1,-3,-7,15,3,-3,-6,-3,2,-2

# Just SENP6 inh, SENP1 inh and PfGluPho inh (2 entries from above):
smiles	SENP6 inh	SENP1 inh	PfGluPho inh
O=C(O)C1CC2CCC1CC2 (stereo not given)	.	0	-4
C#CCOCCOCCOCCNc1nc(N2CCOCC2)nc(N2CCN(C(=O)CCCCCCCCCCNC(=O)Cn3cc(CCCCCN)nn3)CC2)n1	-2	1	-2

# Remaining list, next part:
canonical_smiles,beta cell repl,PfGluPho inh,SENP8 block-1,SENP1 inh,SENP8 block-2,SENP6 inh,SENP7 block,UBC13 inh,HKDC1 inhibitor
CC1(C)CC(=O)c2sc(NC(=O)CN3C(=O)CCC3=O)nc2C1,2,-17,-124,-2,-2,-7,4,-2,-2
N#C/C(=C/c1ccc(N2CCCCC2)o1)C(=O)Nc1ccc2ccccc2c1,.,37,4,-24,.,.,.,.,-3
O=C(COC(=O)c1cc(Br)c(Br)s1)NCCC1=CCCCC1,0,18,11,1,-4,-10,4,10,-11
C=CCn1c(C)cc(C2=NNC(=NC(C)(C)C)SC2)c1C,0,14,-4,-4,51*,83*,9,10,-11
O=C1/C(=C/c2ccco2)N=C(N2CCCCC2)N1c1ccccc1,2,26,-326,-127,-2,1,5,-14,-8
O=C(NNC(=O)c1cccc2ccccc12)c1ccc(-c2ccccc2)cc1,-2,3,20,1,-6,-2,45,7,-8
Cc1ccc(CNC(=O)CCCC(=O)O)cc1,-2,-12,9,-1,0,-22,-4,16,-10
CC(=O)NS(=O)(=O)c1ccc(NC(=O)c2cccc(S(=O)(=O)N3CCc4ccccc43)c2)cc1,-1,6,10,1,-3,0,-4,-8,-7
CCn1cc(S(=O)(=O)N2CCc3ccccc3C2)cn1,1,-11,-3,2,-5,-9,-13,-6,-3
COC(=O)c1c(NC(=O)CN2CCN(c3ccccc3)CC2)c2c(C)cccc2n1C,0,-10,-178,3,-6,-15,10,-1,-2
CNc1nnc(Sc2ncccc2[N+](=O)[O-])s1,-1,39,22,1,7,2,5,1,-6

# 6 consecutive records from above:
canonical_smiles,beta cell repl,PfGluPho inh,SENP8 block-1,SENP1 inh,SENP8 block-2,SENP6 inh,SENP7 block,UBC13 inh,HKDC1 inhibitor
O=C(NNC(=O)c1cccc2ccccc12)c1ccc(-c2ccccc2)cc1,-2,3,20,1,-6,-2,45,7,-8
Cc1ccc(CNC(=O)CCCC(=O)O)cc1,-2,-12,9,-1,0,-22,-4,16,-10
CC(=O)NS(=O)(=O)c1ccc(NC(=O)c2cccc(S(=O)(=O)N3CCc4ccccc43)c2)cc1,-1,6,10,1,-3,0,-4,-8,-7
CCn1cc(S(=O)(=O)N2CCc3ccccc3C2)cn1,1,-11,-3,2,-5,-9,-13,-6,-3
COC(=O)c1c(NC(=O)CN2CCN(c3ccccc3)CC2)c2c(C)cccc2n1C,0,-10,-178,3,-6,-15,10,-1,-2
CNc1nnc(Sc2ncccc2[N+](=O)[O-])s1,-1,39,22,1,7,2,5,1,-6
